12-LOX inh: Primary qHTS assay for inhibitors of human arachidonate 12S-lipoxygenase (ALOX12): Round 2; Potency, µM (doses to about 108 µM), for inactives: top-dose activity change, negative = inhibition, most hits filed as inhibitors; 580,000 tested, 1.1% active; purified 12hLO, xylenol orange hydroperoxide absorbance; further: potency means the concentration at half of the fitted maximal effect; on the % scale 0 is the no-effect control and ±100 the full control effect
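Hydroperoxide product was detected by ferrous iron/xylenol orange as the 573 to 405 nm absorbance ratio. Arachidonic acid at 40 uM (final) was turned over for 30 min at room temperature by 150 nM human 12hLO, pH 7.0 Hepes buffer, after 15 min compound preincubation.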
ERG Ets-DNA blk: qHTS for Small Molecule Inhibitors of the ERG Ets/DNA interaction; Transcriptional regulator ERG (Homo sapiens), P11308; fluorescence polarization, His-ERG Ets domain / labelled DNA; Potency, µM (top dose mostly 76.9 µM), without a hit: at the highest dose FP activity, negative = inhibition, most hits filed as inhibitors; 370,000 tested, 0.028% active; AID 624246, 2012; active means well fitted inhibition curve with a large enough effect in the polarisation, with a control signal flat; inconclusive means small, poorly fitted or top-dose-only effect, or effect the other way, or a change in a side signal; inactive means no such curve, though single readings can be large or run the other way; the % refers to the polarisation;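 further: polarization taken with two DNA probes labelled with fluorescein and Texas red; potency means the concentration at half of the fitted maximal effect; % of control where 0% means no effect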
Target sequence (P11308 whole entry, looked up, the tested form may be a part): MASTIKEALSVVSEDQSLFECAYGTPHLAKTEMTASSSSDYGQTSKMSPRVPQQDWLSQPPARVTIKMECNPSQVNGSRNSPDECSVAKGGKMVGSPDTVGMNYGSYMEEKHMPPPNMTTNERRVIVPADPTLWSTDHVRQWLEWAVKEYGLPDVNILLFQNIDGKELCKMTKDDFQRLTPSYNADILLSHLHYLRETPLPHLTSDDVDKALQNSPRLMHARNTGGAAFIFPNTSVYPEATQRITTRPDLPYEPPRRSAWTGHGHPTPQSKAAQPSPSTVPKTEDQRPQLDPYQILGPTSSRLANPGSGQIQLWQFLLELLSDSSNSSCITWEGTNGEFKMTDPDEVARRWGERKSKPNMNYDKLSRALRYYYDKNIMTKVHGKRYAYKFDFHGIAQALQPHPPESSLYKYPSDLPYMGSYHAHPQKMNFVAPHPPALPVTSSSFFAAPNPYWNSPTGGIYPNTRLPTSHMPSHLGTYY
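His-tagged ERG Ets domain (1 uM in the protein solution; 300mM KCl, 50mM Tris-HCl, 1mM EDTA, 1mM DTT, pH 7.5) received compound, then a probe mix of 5 nM fluorescein-DNA and 100nM Texas-615-DNA. Fluorescence polarization was read for both dyes.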
D2 agonist: HTS Assay for Allosteric Agonists of the Human D2 Dopamine Receptor: Primary Screen for Agonists; D(2) dopamine receptor (Homo sapiens), P14416; HEK293 T-REx D2 cells, calcium flux agonist mode; activation, % at 2 µM; 340,000 tested, 0.53% active; AID 485358, 2010;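 active means activation over 3 SD above normal in the single-dose calcium agonist read, cut at about 30% in these data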; further: 0% is about no effect
Target sequence (P14416 whole entry, looked up): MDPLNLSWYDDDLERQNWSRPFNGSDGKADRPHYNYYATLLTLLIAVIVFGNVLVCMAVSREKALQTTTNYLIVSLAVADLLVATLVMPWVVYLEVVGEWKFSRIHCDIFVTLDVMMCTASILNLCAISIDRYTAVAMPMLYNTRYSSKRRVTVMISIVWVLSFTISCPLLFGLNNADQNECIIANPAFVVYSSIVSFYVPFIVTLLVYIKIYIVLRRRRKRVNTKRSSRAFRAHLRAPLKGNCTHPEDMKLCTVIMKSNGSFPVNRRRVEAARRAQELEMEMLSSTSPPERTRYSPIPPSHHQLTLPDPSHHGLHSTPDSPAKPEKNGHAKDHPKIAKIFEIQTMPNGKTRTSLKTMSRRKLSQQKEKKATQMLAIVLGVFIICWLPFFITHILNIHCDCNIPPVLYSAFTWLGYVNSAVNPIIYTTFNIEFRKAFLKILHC
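Agonism scored from kinetic calcium signal (1 read/sec, 180 s) following compound pin transfer, after a 10 s baseline. Cells: HEK293 Trex line expressing inducible D2 receptor coupled to calcium, dye-loaded after overnight culture at 30 C.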
RGS4 inh: Inhibitors of Regulator of G Protein Signaling (RGS) 4: qHTS | Transcreener GDP fluorescence polarization, RGS4-accelerated GTP hydrolysis | 390,000 tested, 0.039% active | Potency, µM (highest dose often 114 µM), for inactives: at the top dose activity change, negative = inhibition, hits mostly inhibitors; further: potency means the concentration at half of the fitted maximal effect; on the % scale 0 is the no-effect control and ±100 the full control effect; nearly all actives have a fitted effect of over 75% in size; some results filed as inactive show a strong effect at the top dose
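MLSMR compounds (23 nl, pin-transferred) preincubated 10 min at room temperature with a 500nM (2x) first reagent, then RGS4 at 900nM (2x) plus Transcreener GDP mix added; fluorescence polarization (620/688 nm) read before and after 90 min at 30 °C.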
LDHA block: qHTS assay for inhibitors of human lactate dehydrogenase | L-lactate dehydrogenase A chain (Homo sapiens), P00338 | purified LDHA, NADH/diaphorase-resazurin fluorescence; hits give low values | activity change, % (values are at about 110 or 230 µM) | 480,000 tested, 0.15% active | AID 1347041, 2019; in the data active means activity change below about -30%; inconclusive means mostly about -25% to -30%;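 further: plate controls were DMSO wells for no effect and wells without enzyme for full effect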
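Human LDH5 (2 nM) was incubated with 0.06 mM NADH and 0.2 mM pyruvate for 5 min at room temperature in Tris pH 7.4. Remaining NADH was coupled through diaphorase/resazurin, and resorufin fluorescence was read at 0 and 20 min.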
Glioma ERSR ind: qHTS for Inducers of the Endoplasmic Reticulum Stress Response (ERSR) in Human Glioma: qHTS. U87-MG GRP78 promoter luciferase reporter, 16 h. Potency, µM, without a hit: at the highest dose activation, most hits filed as activators. 420,000 tested, 0.02% active. AID 602332, 2012; further: potency means the concentration at half of the fitted maximal effect; series mostly up to about 76 µM; % of control where 0% means no effect; nearly all actives have a fitted effect of over 35% in size
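ERSR induction read as luciferase luminescence (Bright-Glo, 10 min at room temperature) in stably transfected human U87-MG glioma cells exposed to compounds for 16 h, using GRP78 as sensor.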
Vif-A3G inh: qHTS for Inhibitors of Vif-A3G Interactions: qHTS; DNA dC->dU-editing enzyme APOBEC-3G (Homo sapiens), Q9HC16; HeLa A3G-eYFP + Vif (tagged APOBEC3G with the HIV-1 protein that degrades it), YFP fluorescence, overnight; Potency, µM (highest dose often 46.1 µM), for the others: at the top dose activity, negative = active, hits mostly inhibitors; 410,000 tested, 0.076% active; AID 602310, 2012;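 further: potency means the concentration at half of the fitted maximal effect; on the % scale 0 is the no-effect control and ±100 the full control effect; nearly all actives have a fitted effect of over 60% in size; hits raise eYFP signal because A3G escapes Vif-driven loss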
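HeLa cells stably expressing Vif and C-terminally eYFP-tagged A3G, seeded overnight at 37 deg C, then exposed to compound by pintool overnight at 37 deg C. Rise in yellow fluorescence (Ex 488/Em 500-530, Acumen) marks blocked Vif-driven A3G degradation.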
Vif-A3F inh: qHTS for Inhibitors of Vif-A3F Interactions: qHTS. HeLa A3F-eYFP + Vif (tagged APOBEC3F with the HIV-1 protein that degrades it), YFP fluorescence increase. Potency, µM (highest dose often 46.1 µM), without a hit: at the top dose activity, negative = active. 390,000 tested, 0.2% active; further: potency means the concentration at half of the fitted maximal effect; % of control where 0% means no effect; nearly all actives have a fitted effect of over 65% in size
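Fluorescence increase (Ex 488/Em 500-530) after overnight compound treatment at 37 deg C flags inhibition of Vif-driven A3F-eYFP loss in stable HeLa A3F-eYFP/Vif cells seeded overnight beforehand.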
D2 antag: HTS Assay for Allosteric Antagonists of the Human D2 Dopamine Receptor: Primary Screen for Antagonists; inhibition, % at 10 µM; 340,000 tested, 2% active; AID 485344, 2010; HEK293 TREx D2 cells, calcium flux, dopamine EC80; in the data active means inhibition above about 30%; further: 0% is about no effect
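Cells plated overnight at 30 C with tetracycline; no-wash calcium dye, 30–90 min RT; 10 s baseline; compound pinned; 180 s read; EC80 dopamine added; another 180 s read.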
Numbers without * were called inactive; ? = inconclusive; . = not tested or not shown; & = joins results of further samples; [ ] = dose if it differs, or a comment. Unless noted, the call rests on the fitted dose curve; in most records, active means well fitted curve in the direction sought with a large enough effect; inconclusive means small, poorly fitted or top-dose-only effect, or another doubt; inactive means no such curve, though single readings can be large; an effect the other way counts as inactive or inconclusive. Not all compounds are listed. The share of hits here may be higher or lower than overall.

Screens in order: 12-LOX inh | ERG Ets-DNA blk | D2 agonist | RGS4 inh | LDHA block | Glioma ERSR ind | Vif-A3G inh | Vif-A3F inh | D2 antag
1	Cc1cc(C(=O)N(C)C)sc1-c1ccccc1
    -13% | -13% | 0.4 | -37% | -3 | 2% | 2% | . | 9
2	CSc1ccccc1OCc1cc(C(=O)N(C)C2CCCc3ccccc32)no1 (configuration not stated)
    -1% | -2% | . | 2% | 0 | -2% | 0% | 10% | .
3	CC(=O)N1N=C(c2ccc(C)o2)CC1c1cccc(F)c1 (configuration not stated)
    -6% | -11% | 1.2 | 1% | -5 | -2% | 1% | -22% | -7
4	Cc1c(Br)c([N+](=O)[O-])nn1C(C)C(=O)NCc1ccco1 (configuration not stated)
    -3% | 19% | 0.1 | -12% | -6 | -3% | -4% | -4% | -3
5	CCCNC(=O)CC(NS(=O)(=O)c1ccc(Cl)cc1)c1ccco1 (configuration not stated)
    2% | -1% | . | 2% | -7 | -3% | 0% | 5% | .
6	Cc1ccc2nc(SCC(=O)NCc3ccc(S(N)(=O)=O)cc3)[nH]c2c1
    -8% | 23% | 0.2 | -22% | 1 | 2% | 0% | 2% | -4
7	O=C(CSc1c2c(nc3ccccc13)CCCC2)NCc1ccco1
    -10% | 8% | 0.1 | 18%[11.4 µM] | 1 | -3% | -1% | -7% | 0
8	Nc1[nH]c(N=NC(=O)c2ccc(Cl)cc2)c2ccccc12
    -2% | -9% | -0.3 | -13% | -6 | 2% | -7% | -1% | 8
9	CCNS(=O)(=O)c1ccc(CCC(=O)O)cc1
    -60% | -9% | 0.4 | -20% | -4 | -5% | -7% | 5% | -24
10	O=C(NCc1ccccc1)c1ccc(Cl)c(NC2=NC3CS(=O)(=O)CC3S2)c1 (configuration not stated)
    4% | 13% | . | 31% | -3 | -2% | 4% | -7% | .
11	Cc1ccc(S(=O)(=O)NC2=NCN(C)CN2)cc1[N+](=O)[O-]
    -51% | 4% | 0.0 | 17% | -2 | -3% | 0% | -6% | -16
12	OC(c1ccccc1)c1nc(/C=C/c2ccc(C(F)(F)F)cc2)cs1 (configuration not stated)
    -4% | . | . | . | -11 | -4% | -5% | . | .
13	Cc1cccc2sc(N(CCN(C)C)C(=O)c3cc(Cl)sc3Cl)nc12
    ? | -3% | 0.7 | -1% | 1 | -6% | -2% | 9% | -11
14	CN(CCOc1ccccc1)C(=O)c1ccc(Cl)c(S(=O)(=O)N2CCCCC2)c1
    19% | 5% | -0.1 | 8% | 0 | -2% | 1% | -2% | -3
15	O=C(Nc1cccc2[nH]c([C@H]3C[C@H](O)[C@@H](CO)O3)nc12)NC(c1ccccc1)c1ccccc1
    -2% | . | . | . | 2 | 0% | -2% | . | .
16	CC12COC3(C(=O)Nc4ccccc4)CC1CCC32C (configuration not stated)
    4% | -5% | -0.8 | -6% | -6 | -2% | 0% | 1% | 9
17	O=C(Nc1ccc(C(O)c2ccccc2)cc1)[C@H]1C[C@H](O)[C@@H](CO)O1 (some centres not stated)
    -13% | . | . | . | -4 | 3% | -5% | . | .
18	CCc1nc2ccc(C(=O)NCc3ccc(SC)cc3)cc2nc1CC
    -9% | 2% | 1.4 | -11% | 6 | 2% | -1% | -2% | .
19	CCCCN1C(=O)CN(CCc2ccccc2)C(=O)C1c1ccc(OC)cc1 (configuration not stated)
    0% | 4% | -0.5 | 3% | 0 | -1% | 1% | -9% | -2
20	O=C(CCN1C(=O)c2ccccc2Sc2ncccc21)Nc1ccc(F)cc1
    -27% | -2% | . | -40% | -7 | -2% | -5% | -1% | .
21	CC(=O)N1CCc2cc(Br)cc(S(=O)(=O)N3CCCCC3)c21
    -24% | 2% | -0.7 | 3% | -4 | -5% | 1% | -8% | 2
22	c1ccc(C(c2nnnn2Cc2ccco2)N2CCN(C3CCCC3)CC2)cc1 (configuration not stated)
    -24% | -1% | 0.4 | -49% | 0 | -3% | -5% | -2% | -3
23	CC1CCN(c2c(NCC3CCC(C(=O)Nc4ccccn4)CC3)c(=O)c2=O)CC1 (configuration not stated)
    12%[57.4 µM] | 0% | . | -1% | -7 | -1% | -1% | 3% | .
24	Cc1ccc(C(=O)N2CCCCC2)cc1S(=O)(=O)N1CCCC1
    6% | 8% | 0.0 | -4% | -3 | -5% | -9% | 4% | 4
25	Cc1ccccc1Nc1nc(N)nc(COC(=O)c2ccc([N+](=O)[O-])o2)n1
    -1% | -6% | 0.0 | 30% | 2 | 4% | -7% | 1% | -19
26	Cc1c(C(=O)N2CCCC2)oc2c1-c1nn(CC(=O)NC(C)c3ccccc3)cc1CC2 (configuration not stated)
    -25% | 0% | -0.3 | -14% | 17 | -1% | -2% | -1% | .
27	COCCCNC(=S)N1CCN(S(=O)(=O)c2ccc(OC)cc2)CC1
    -8% | 2% | 0.1 | ? | -12 | 1% | 0% | 13% | -5
28	O=C1CC(c2ccc(F)cc2)c2c(n3c(nc4ccccc43)[nH]c2=O)N1 (configuration not stated)
    -15% | 6% | -0.7 | 0% | -4 | 8% | -5% | 1% | .
29	COC(=O)[C@@]1(Cc2ccccc2)[C@H]2C(=O)N(C)C(=O)[C@H]2[C@H]2CN=C(SCc3ccc(C)cc3)N21
    -31% | 7% | . | -8% | 0 | -4% | 0% | -5% | .
30	CN(C)C(=O)c1ccc(NS(=O)(=O)c2ccc3c(c2)OCCO3)cc1
    0% | 5% | 0.4 | 10% | -2 | -5% | 2% | 1% | 4
31	COc1ccc(-c2nc3ccccc3o2)cc1NC(=O)c1ccc(Br)o1
    12% | 2% | 0.0 | -32% | -7 | 4% | -2% | 1% | -5
32	CC(C)(C)c1cc(C(=O)NNc2cc(C(F)(F)F)ccc2Cl)n(Cc2ccccc2)n1
    21% | 1% | 0.8 | ? | 2 | 2% | -6% | ? | -13
33	Cc1cccc(NC(=S)N2CCN(S(=O)(=O)c3ccccc3)CC2)c1
    0% | 11% | 0.0 | -1% | -10 | 8% | -6% | 2% | 4
34	CS(=O)(=O)N1CC(C(=O)NC2CCCC2)Oc2ccc(Cl)cc21 (configuration not stated)
    13% | 2% | . | 17% | 0 | 0% | 0% | 0% | .
35	O=C(Nc1cc(S(=O)(=O)N2CCCC2)ccc1Cl)c1cc(F)c(F)c(F)c1F
    ? | -5% | . | -16% | 0 | -5% | 3% | -2% | .
36	CC(C)Sc1ncc(Cl)c(C(=O)Nc2ccc(S(=O)(=O)N3CCCCC3)cc2)n1
    -36%&1% | -6% | 3.0 | 19% | 0&0 | -2% | 1% | -2% | .
37	Cc1ccc(C)c(N2CCN(C(=O)CCc3nnc4n(CC(C)C)c(=O)c5ccccc5n34)CC2)c1
    -19% | 7% | 1.2 | -2% | 0 | -2% | -5% | -7% | .
38	Cc1nc(NC(=O)c2ccccc2)sc1-c1cc(C(=O)O)nn1Cc1ccccc1
    -9% | . | . | . | -5 | 0% | -6% | -13% | .
